Bcl-XL Bim block = human Bim-Bcl-XL interaction inhibition | Q07817 | Bim peptide-Bcl-XL binding, bead flow cytometry, fluorescence | inhibition, % at 10 µM | hit rate 0.04% among 190,000 | AID 1007
Target sequence (Q07817 whole entry, looked up): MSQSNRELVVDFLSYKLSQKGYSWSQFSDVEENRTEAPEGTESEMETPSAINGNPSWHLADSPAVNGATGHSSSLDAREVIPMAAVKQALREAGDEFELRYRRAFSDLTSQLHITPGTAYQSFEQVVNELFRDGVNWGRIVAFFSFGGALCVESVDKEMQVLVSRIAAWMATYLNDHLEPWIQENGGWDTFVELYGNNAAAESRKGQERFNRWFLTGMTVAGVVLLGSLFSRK
Bim-Bcl-2 = inhibitors of Bim-Bcl-2 interaction, human. Bead-based flow cytometry, Bim peptide-Bcl-2 binding. inhibition, % at 10 µM. hit rate 0.06% among 190,000; in the data active means inhibition above about 40%;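 further: 0% = no compound wells with probe peptide and 100% = reference peptide inhibitor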
Target sequence (P10415 whole entry, looked up): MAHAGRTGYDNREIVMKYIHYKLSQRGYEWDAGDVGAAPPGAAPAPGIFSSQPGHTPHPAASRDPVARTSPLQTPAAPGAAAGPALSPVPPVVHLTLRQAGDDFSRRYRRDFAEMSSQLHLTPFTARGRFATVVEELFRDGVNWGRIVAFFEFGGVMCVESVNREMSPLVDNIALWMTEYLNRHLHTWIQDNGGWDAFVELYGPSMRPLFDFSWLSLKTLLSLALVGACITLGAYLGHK
Cdc42 wt = modulators (inhibitors or activators) of GTP binding to human Cdc42 wildtype. P60953. GST-Cdc42 beads, Bodipy-GTP binding, flow cytometry; actives lie on both sides. percent activity (GTP binding), % at 10 µM. hit rate 0.2% among 190,000;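 active means percent activity GTP binding at least 20 points away from the 100% baseline, either down as inhibitor or up as activator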;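 further: median bead fluorescence of bound Bodipy-FL-GTP at 100 nM; 0% = excess unlabeled GTP control and 100% = no compound control; below 100% means less GTP binding so inhibitor and above means activator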
Bcl-B Bim block = disrupts Bim peptide binding to human Bcl-B; Q9HD36; bead-based flow cytometry; inhibition, % at 10 µM; hit rate 0.073% among 190,000; AID 951;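 further: 0% = tracer peptide without compound and 100% = reference inhibitor peptide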
Target sequence (Q9HD36 whole entry, looked up): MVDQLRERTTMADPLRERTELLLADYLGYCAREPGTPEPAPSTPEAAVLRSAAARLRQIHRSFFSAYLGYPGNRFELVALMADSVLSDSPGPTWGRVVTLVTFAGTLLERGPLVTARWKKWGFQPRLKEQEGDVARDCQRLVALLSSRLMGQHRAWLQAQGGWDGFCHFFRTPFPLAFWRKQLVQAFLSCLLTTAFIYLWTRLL
Bim-Bcl-W = human Bim-Bcl-W interaction inhibition. Q92843. bead-based flow cytometry, Bim peptide-Bcl-W binding. inhibition, % at 10 µM. hit rate 0.02% among 190,000;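 further: 0% = bound tracer without compound and 100% = peptide blocker; higher means less fluorescent Bim peptide bound to Bcl-W beads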
Target sequence (Q92843 whole entry, looked up): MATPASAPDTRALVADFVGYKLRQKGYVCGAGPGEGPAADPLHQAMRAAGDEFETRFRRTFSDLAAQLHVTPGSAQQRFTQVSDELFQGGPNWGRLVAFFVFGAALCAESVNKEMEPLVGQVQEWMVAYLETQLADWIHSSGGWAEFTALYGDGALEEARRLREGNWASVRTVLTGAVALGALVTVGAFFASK
HRas wt GTP bind = changes GTP binding to wildtype human HRas. P01112. hit rate 0.14% among 190,000. GST-Ras wt beads, Bodipy-FL-GTP binding, flow cytometry; actives lie on both sides. GTP binding activity, % at 10 µM. AID 759;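 active means GTP binding activity at least 20% away from the 100% baseline, either lowered as inhibitor or raised as activator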;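 further: 0% = unlabeled GTP competition control and 100% = no-compound control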
Bfl-1 Bim block = disrupts Bim binding to human Bfl-1; Bead-based flow cytometry, Bim-Bfl-1 binding inhibition; inhibition, % at 10 µM; hit rate 0.12% among 190,000; AID 1008;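 further: 0% = wells without compound plus tracer and 100% = blocker peptide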
Rac1 act GTP bind = human Rac1 activated mutant GTP binding change; P63000; GST-Rac1 activated beads, fluorescent GTP binding, flow cytometry; actives lie on both sides; 100% means binding = to untreated wells; percent activity (GTP binding), % at 10 µM; hit rate 0.11% among 190,000;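 active means GTP binding at least 20 percentage points away from the 100% baseline, in either direction, so actives lie on both sides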
Rab7 wt GTP bind = modulators of GTP binding to dog Rab7 wildtype GTPase. GST-Rab7 beads, fluorescent GTP binding, flow cytometry; actives lie on both sides; untreated = 100%, excess cold GTP = 0%. GTP binding activity (percent of control), % at 10 µM. hit rate 0.055% among 190,000;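 active means fluorescent GTP binding to Rab7 beads changed by at least 20 points from the 100% baseline, either direction, mostly lower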;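 further: median green fluorescence of bound Bodipy-FL-GTP per Rab7 bead population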
Rab2 wt GTP = changes GTP binding to wildtype dog Rab2A, up or down | P61105 | GST-Rab2 wt beads, Bodipy-GTP binding, flow cytometry | GTP binding activity, % at 10 µM | hit rate 0.19% among 190,000;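 active means GTP binding activity at least 20 points away from 100%, either lowered or raised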;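 further: 0% = beads with excess unlabeled GTP and 100% = no-compound control corrected for plate trend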
Rac1 wt GTP bind = human Rac1 wildtype GTP binding, inhibitors and activators; AID 757; GST-Rac1 beads, fluorescent GTP binding, flow cytometry; actives lie on both sides; 0 = cold GTP competed, 100 = untreated; hit rate 0.27% among 190,000; P63000; GTP binding activity (% of control), % at 10 µM;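 active means GTP binding activity at least 20 points away from the 100% control level, either lower or higher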
Active calls of the source: *. Unless noted, no stated cut-off is given here; in the data, active means inhibition above about 40%.

The line under a structure holds: Bcl-XL Bim block	Bim-Bcl-2	Cdc42 wt	Bcl-B Bim block	Bim-Bcl-W	HRas wt GTP bind	Bfl-1 Bim block	Rac1 act GTP bind	Rab7 wt GTP bind	Rab2 wt GTP	Rac1 wt GTP bind
O=C(COc1ccccc1-c1ccccc1)N/N=C/c1ccc2ccccc2c1
    -7	-5	103	-6	-5	102	-9	101	100	101	104
COc1ccc(C2CC(c3ccc(OC)cc3)n3nc(NC(=O)c4ccco4)nc3N2)cc1 (stereo not given)
    -6	-7	100	-10	-4	102	-11	96	104	99	106
O=C(Nc1ccccc1C(=O)OC1CCOC1=O)c1ccco1 (stereo not given)
    -3	-1	96	2	2	99	0	96	101	100	102
C=COCCNC(=O)Nc1ccc(Cl)cc1Cl
    3	0	94	4	2	94	2	94	99	96	94
CCOc1ccc(OCCOCCN2CCc3ccccc3C2)cc1
    -3	-2	100	-1	-3	100	-2	97	96	98	98
CC1=C(C)CC(C(=O)Nc2nc(-c3ccc(C)cc3C)c(C)s2)C(C(=O)O)C1 (stereo not given)
    -4	-6	97	-5	-5	99	-10	96	103	98	99
Cn1c(=O)n(CC#N)c2ccccc21
    0	-2	101	-7	0	102	0	96	97	96	102
Cc1cccc(C)c1N1CCN(c2ccc3nnc(C(F)(F)F)n3n2)CC1
    0	-3	100	0	-1	101	-2	101	96	98	106
O=C(N/C(=C\c1cccc([N+](=O)[O-])c1)C(=O)N(CCO)CCO)c1ccco1
    0	-1	97	-2	0	96	-3	97	97	97	100
CC1CCCCN1CC(=O)NCc1ccc2c(c1)OCO2 (stereo not given)
    0	-6	105	-3	1	102	-5	101	101	101	106
CCN(CC(=O)NCc1ccc(Cl)cc1)Cc1cc(=O)n2ccsc2n1
    -2	-4	100	-4	0	99	-4	97	98	101	99
O=C(NCCN1CCOCC1)Nc1ccc(Cl)cc1Cl
    -4	-5	96	-4	-5	97	-1	94	101	95	95
Oc1c(C(c2ccccn2)N2CCC(Cc3ccccc3)CC2)cc(Cl)c2cccnc12 (stereo not given)
    -2	2	95	-1	1	96	-2	96	103	96	98
COc1ccc(N2C(=O)CC(C#N)=C2N)cc1
    2	4	95	2	5	94	-1	95	91	92	93
O=C(COc1ccc([N+](=O)[O-])cc1Cl)NCC1CCCO1 (stereo not given)
    -3	3	97	-1	2	98	-2	98	105	101	99
CN1CCC(N(C)C(=S)Nc2ccc(F)cc2)CC1
    -6	0	96	-17	1	96	-1	95	106	97	98
Cc1ccc(NC(=O)C2C3/C=C\CCCCC32)cc1C (stereo not given)
    -1	-4	100	-1	0	100	0	97	100	101	98
Cc1csc(NC(=O)c2ccccc2O)n1
    0	-2	93	0	1	95	-4	94	95	94	97
COc1ccc(CNc2cccc(F)c2)cc1Br
    -2	-8	103	-5	0	103	-12	102	104	103	111
C[C@@H]1C=C(C(=O)N2CCN(Cc3ccccc3)CC2)O[C@H](OCc2ccc(CO)cc2)C1
    -2	-4	98	-5	0	96	-6	96	98	95	98
NS(=O)(=O)c1ccc(CCNC(=O)c2cccc([N+](=O)[O-])c2)cc1
    0	-1	99	-3	0	101	-5	97	103	101	100
CN1CCN(c2nc(-c3ccc(Br)cc3)nnc2-c2ccccc2)CC1
    1	-2	102	-2	-2	102	-3	99	106	101	105
CCOc1ccc(NC(=O)Cn2nnc(-c3ccccc3NC(=O)C3CC3)n2)cc1
    0	-6	97	-5	-2	94	-7	93	92	92	94
CSc1ccc(Cl)c(C(=O)NCCOc2cc(C)ccc2C(C)C)c1
    0	-7	98	-1	0	101	0	98	102	103	98
CCCOc1ccccc1C1NC(=O)NC(C)=C1C(=O)OCCOC(C)C (stereo not given)
    -6	-1	99	-2	4	100	-3	97	101	98	101
Cc1ccc(NC(=O)CSc2nnc(Cc3ccccc3)o2)c(C)c1
    -1	-1	103	-4	0	103	-2	95	106	100	105
COC(=O)c1nn(-c2ccccc2)nc1-c1nn(-c2ccccc2)nc1C(=O)OC
    -4	-8	104	-9	0	104	-16	100	102	105	106
O=C(CSc1nnc(-c2cccs2)n1Cc1ccccc1)N1CCc2ccccc2C1
    -6	-12	103	-13	-2	102	-17	100	95	101	104
Cc1ccc(Cl)cc1NC(=S)N(Cc1ccco1)C(C)c1cccs1 (stereo not given)
    0	1	91	-4	-3	96	0	92	105	96	96
Cc1cc(C(=O)Nc2nc(C)c(C(=O)N(C)C)s2)ccc1[N+](=O)[O-]
    -3	-3	101	-5	-4	99	0	99	95	98	103
CCc1ccc(NC(=O)C(C)OC(=O)c2cccc(S(=O)(=O)N3CCc4ccccc4C3)c2)cc1 (stereo not given)
    -5	-6	100	-7	-3	95	-8	95	98	98	98
O=C(O)c1ccc(S(=O)(=O)Nc2ccc(O)c(Sc3nc4ccccc4s3)c2)cc1
    -4	-4	93	-3	-1	98	-6	95	95	93	99
Cc1ccc2ncnc(Nc3cccc(C(=O)O)c3)c2c1
    -1	-3	94	-4	-5	95	-7	93	103	97	94
C/C(=N\O)C1(C)N(O)C(C)(C)C(c2ccc(F)cc2)=[N+]1[O-] (stereo not given)
    -6	-14	101	-6	-2	100	-17	99	101	103	105
COC(=O)C(CC(C)C)NC(=O)c1ccc([N+](=O)[O-])cc1 (stereo not given)
    -10	-10	101	-7	-3	102	-20	98	101	99	104
CN(C)S(=O)(=O)c1ccc(N2CCCC2)c(C(=O)Nc2nc(-c3ccc(F)cc3)cs2)c1
    -4	-3	106	-2	0	101	0	100	95	99	109
O=C(NCC(c1cccnc1)N1CCN(c2ccccc2F)CC1)OCc1ccccc1 (stereo not given)
    0	-9	98	-12	-2	98	-12	97	100	97	95
Cc1[nH]c2ccccc2c1-c1csc(NC(=O)CN2CCOCC2)n1
    1	0	96	-1	-3	95	3	93	95	94	95
O=C(NC12CC3CC(CC(C3)C1)C2)c1ccc(-c2ccc(Cl)cc2)o1
    -4	-3	99	2	-1	99	0	102	100	102	101
Cc1ccc(-n2[nH]c(C)c(/C=N/c3ccccn3)c2=O)cc1
    0	1	100	-2	1	105	-1	96	105	104	100
O=C(N/N=C/c1ccc(Cl)cc1)c1nc2ccc([N+](=O)[O-])cc2c(=O)[nH]1
    -1	-1	90	0	0	94	-5	89	100	94	92
Cc1ccccc1Cc1n[nH]c(=S)n1N
    -3	0	102	-8	0	102	1	101	104	99	106
CN(Cc1cccs1)C(=O)Cn1cnc2cc([N+](=O)[O-])ccc2c1=O
    0	-3	90	-2	0	92	-1	94	101	92	93
N=C1S/C(=C\c2ccccc2F)C(=O)N1c1ccc(F)cc1
    -6	-3	100	-22	-2	98	-5	101	98	98	100
COc1ccc(N/C=C/C(=O)C(F)(F)F)cc1
    -1	-1	103	-2	-2	101	-1	100	96	100	104

Random excerpt: 2 compounds from above
The line under a structure holds: Bcl-XL Bim block	Bim-Bcl-2	Cdc42 wt	Bcl-B Bim block	Bim-Bcl-W	HRas wt GTP bind	Bfl-1 Bim block	Rac1 act GTP bind	Rab7 wt GTP bind	Rab2 wt GTP	Rac1 wt GTP bind
N=C1S/C(=C\c2ccccc2F)C(=O)N1c1ccc(F)cc1
    -6	-3	100	-22	-2	98	-5	101	98	98	100
O=C(O)c1ccc(S(=O)(=O)Nc2ccc(O)c(Sc3nc4ccccc4s3)c2)cc1
    -4	-4	93	-3	-1	98	-6	95	95	93	99

(listing goes on)
The line under a structure holds: Bcl-XL Bim block	Bim-Bcl-2	Cdc42 wt	Bcl-B Bim block	Bim-Bcl-W	HRas wt GTP bind	Bfl-1 Bim block	Rac1 act GTP bind	Rab7 wt GTP bind	Rab2 wt GTP	Rac1 wt GTP bind
O=C(CSc1nc2ccccc2c(=O)n1NC(=O)Cc1ccccc1)NCCc1ccccc1
    0	-5	102	-3	2	99	-9	99	98	100	100
COC(=O)c1cc(NC(=O)C2(S(=O)(=O)c3ccc(Cl)cc3)CC2)cc(C(=O)OC)c1
    -4	-1	103	-6	-3	98	0	99	101	99	104
O=C(COC(=O)C1(c2ccc(Cl)cc2)CCCC1)NCc1ccco1
    0	-2	99	-3	0	99	-5	97	94	97	100
Cc1cccc(-n2c(-c3cccc([N+](=O)[O-])c3)nc3nc4ccccc4nc32)c1
    -8	-10	104	-12	-10	101	-10	102	102	100	105
CN(C)c1ccc(NC(=O)CN2CCC(C(=O)c3ccc(F)cc3)CC2)cc1
    -1	-8	102	-9	-1	103	-11	99	99	101	102
Cc1ccc(S(=O)(=O)c2nc(C)oc2N2CCOCC2)cc1
    0	-1	105	3	-2	103	-7	105	97	102	103
O=C(Cc1cccs1)Nc1nnc(SCc2ccc(C(F)(F)F)cc2)s1
    -6	-8	103	-6	-5	100	-2	97	102	100	104
COc1cc(/C=C/C(=O)N(Cc2ccccc2)c2ccccn2)cc(OC)c1OC
    -5	2	102	-2	-2	102	0	100	102	99	107
Cc1ccc(S(=O)(=O)N2CCN(C(=O)CN3CCc4ccccc4C3)CC2)cc1
    0	-12	97	-10	0	99	-8	95	96	97	95
CCOC(=O)CCC(NC(=O)CCCCC(=O)NC(CCC(=O)OCC)C(=O)OCC)C(=O)OCC (stereo not given)
    -5	-2	101	-9	0	102	-11	97	99	99	105
Fc1ccc2c(c1)/C(=N/Nc1ccccn1)CCS2
    -1	-3	92	-4	1	91	-3	93	93	97	91
C=CCNC(=S)NNC(=O)c1csc(C)c1C
    -3	0	100	3	1	100	-1	99	102	100	104
CCc1cccc(CC)c1NC(=O)c1cccc(NC(=O)c2ccccc2)c1
    -1	-4	103	-4	0	102	-3	99	107	103	98
Cc1cccc2sc(N(CCCN(C)C)C(=O)COc3ccc(Cl)cc3)nc12
    1	1	96	1	2	95	6	93	93	97	94
Cc1cc(NC(=O)c2cc(F)c(F)cc2Cl)no1
    -15	-4	101	-8	-6	99	-2	96	103	98	102
CCOC(=O)COc1cc2oc(=O)cc(C)c2cc1[N+](=O)[O-]
    0	-3	97	-1	-3	96	-4	95	96	95	99
Cc1cc(C)nc(SCc2nnc(SCC(N)=O)n2Cc2ccco2)n1
    0	-6	106	-6	0	105	-6	102	103	104	108
O=C(COC(=O)/C=C/c1cnc2ccccc2n1)NCC(F)(F)F
    -18	-3	105	-10	0	106	-13	102	107	106	108
O=C(COC(=O)c1cc(-c2cccc3ccccc23)nc2ccccc12)NC1CCS(=O)(=O)C1 (stereo not given)
    -4	-1	98	-11	-4	99	-1	99	98	96	99
COc1cc(C(=O)OCC(=O)c2c[nH]c3ccccc23)ccc1OCC(=O)N1CCOCC1
    6	-9	98	-10	1	99	-10	98	100	99	98
O=C(CSc1nnc(Cc2cc(=O)[nH]c(=O)[nH]2)n1-c1ccccc1)N1CCCC1
    -1	-1	105	1	0	104	0	100	100	103	101
O=C(c1ccco1)N1CCN(S(=O)(=O)c2ccc3c(c2)CCN3C(=O)C2CC2)CC1
    -4	-1	94	-6	-1	94	-9	94	98	95	96
O=C(O)/C=C\c1ccccc1Oc1ccc(F)cc1
    -4	-3	92	-1	0	91	0	88	100	95	92
CCN(Cc1ccccc1)c1ccc(/C=N/NS(=O)(=O)c2ccc(C)c([N+](=O)[O-])c2)cc1
    -7	-9	101	-10	-4	100	-16	99	98	101	99
O=C(c1ccccc1Cl)N1N=C(c2ccc(Br)cc2)CC1c1nc2ccccc2[nH]1 (stereo not given)
    -5	-9	100	-7	-4	100	-11	99	97	99	101

Screening data (PubChem BioAssay)
